Assay outcomes from PubChem.
HDAC3 inhib: blocks human histone deacetylase 3. recombinant HDAC3, fluorogenic peptide/trypsin coupled, fluorescence. 0.15% of 320,000 active. inhibition, % at 8.3 µM. O15379. AID 2718; in the data active = inhibition above about 26%, passing the limit was not always enough
Target sequence (O15379 whole entry, looked up): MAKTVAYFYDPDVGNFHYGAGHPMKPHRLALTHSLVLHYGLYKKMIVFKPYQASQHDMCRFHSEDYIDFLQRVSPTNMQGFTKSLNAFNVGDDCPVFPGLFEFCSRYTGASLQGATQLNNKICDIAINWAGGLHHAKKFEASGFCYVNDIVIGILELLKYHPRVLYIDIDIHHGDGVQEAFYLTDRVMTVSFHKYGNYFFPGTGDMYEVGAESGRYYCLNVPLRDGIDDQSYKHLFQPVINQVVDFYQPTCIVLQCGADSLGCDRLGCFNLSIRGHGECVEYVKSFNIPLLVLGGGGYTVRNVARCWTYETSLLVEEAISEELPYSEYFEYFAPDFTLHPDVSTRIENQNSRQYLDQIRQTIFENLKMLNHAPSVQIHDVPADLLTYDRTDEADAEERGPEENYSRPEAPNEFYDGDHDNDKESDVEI
HSF1 inh: HSF1 inhibition; NIH3T3-HGL HSE-luciferase, MG132-induced, luminescence 8 h; active compounds read low; activity change, negative = inhibition, % at 7.5 µM (by protocol); 0.77% of 300,000 active;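 active = more than half of replicate wells show activity change below -50%, luminescence cut by over half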;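 also: luciferase reports HSF-1 transcriptional activity via heat shock element; 0% = median of DMSO wells and -100% = zero luminescence signal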
DYRK1A inh: Dyrk1A (rat) kinase inhibition; Q63470; 0.43% of 310,000 active; inhibition, % at 12.5 µM; AID 504441; ADP-Glo luminescence, NFATc1 peptide; in the data active = inhibition above about 50%;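 also: plate controls were vehicle with enzyme for no effect and no enzyme for full effect; many of its hits are not listed in these tables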
AI-2 QS mod: modulates the Vibrio harveyi AI-2 quorum sensing system; Vibrio harveyi JMH597 AI-2 luminescence/OD600 ratio, 9 h; active compounds read low; strain lacks LuxN and CqsS sensors; 0 = neutral-control median; activity change, % at 7.5 µM; 0.4% of 300,000 active; AID 2094; in the data active = activity change below about -75%, passing the limit was not always enough;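 also: luminescence divided by OD600 gain over 9 h not by final OD600 alone; inactives centre near 13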
Platelet DG rel: modulates dense granule release in human platelets; human platelet-rich plasma, SFLLRN dense granule ATP release, luminescence; inhibition, %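 (compounds screened at 7.5 µM in platelet-rich plasma)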; 0.22% of 300,000 active; AID 1663;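 active = mean replicate score, as percent of positive control, at or above 50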
HSP90 refold inh: HSP90 refolding inhibition in rabbit reticulocyte lysate | luciferase refolding luminescence, 3 h | inhibition, % at 5.6 µM | 0.91% of 290,000 active;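 active = inhibition above the screen-wide mean plus 3 SD, computed separately per campaign, cut at about 16% in these data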;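 also: 0% = DMSO wells and 100% = 60 µM geldanamycin wells; inhibitors lower the luminescence because luciferase stays unfolded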
GSK3beta inhib: blocks human GSK3beta kinase activity. GST-GSK3beta kinase, ADP-Glo luminescence, 60 min; active compounds read low. activity score (negative = inhibition), % at 10 µM. 0.038% of 300,000 active. AID 2097;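 active = more than half of replicate wells score below -50%, meaning over 50% inhibition versus plate controls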;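 also: 0% = median DMSO wells and -100% = median GW8510 positive control wells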
Target sequence (P49841 whole entry, looked up): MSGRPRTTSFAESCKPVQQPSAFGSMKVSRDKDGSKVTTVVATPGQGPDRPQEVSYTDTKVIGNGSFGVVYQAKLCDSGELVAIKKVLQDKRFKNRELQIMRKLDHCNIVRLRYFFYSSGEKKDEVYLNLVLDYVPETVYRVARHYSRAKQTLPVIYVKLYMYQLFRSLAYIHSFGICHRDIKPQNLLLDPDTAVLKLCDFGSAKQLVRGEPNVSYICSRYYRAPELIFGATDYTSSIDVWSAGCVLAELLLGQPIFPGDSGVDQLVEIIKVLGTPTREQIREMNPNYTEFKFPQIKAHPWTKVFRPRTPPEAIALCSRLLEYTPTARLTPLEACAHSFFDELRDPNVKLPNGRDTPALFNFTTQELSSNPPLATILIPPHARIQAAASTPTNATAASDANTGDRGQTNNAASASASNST
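test system = GST-tagged human GSK3beta kinase, cell-free | reagent = 25 µM ATP with peptide substrate | dosing = one dose of 10 µM per compound | schedule = 60 min reaction, RT | detection = luminescent ADP-Glo measurement of ADP formed | control set = DMSO neutral wells and GW8510 at 20 µM as positive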
GSK3 alpha inh: inhibitors of human GSK-3 alpha kinase. inhibition, % at 10 µM. AID 2650. P49840. ADP-Glo luminescence, 60 min. 0.1% of 320,000 active;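 in the data active = inhibition above about 50%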;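 also: GST-tagged GSK-3 alpha with peptide substrate and 25 µM ATP; 0% = DMSO neutral wells and 100% = GW8510 positive control wells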
HSF1 activator: increases HSF-1 driven luciferase reporter signal. NIH3T3-HGL HSF-1 luciferase reporter, MG132, 8 h; 100% = twice DMSO control signal. activation, % at 9 µM. 1.7% of 300,000 active. AID 504408;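 active = mean replicate activation of at least 50% with a set share of replicates each reaching 50%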;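 also: 0% = median of the neutral control wells and 100% = twice that signal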
PolyA inh: yeast polyadenylation inhibition | S. cerevisiae SKY197-pL101 polyadenylation reporter, beta-gal luminescence; efflux-impaired pdr1/pdr3 knockout yeast; score 100 = 6 SD above DMSO | calls only at 12 µM | 0.02% of 300,000 active | AID 1875;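 active = lowest replicate activity score at least 50, where 100 means six control SD above control mean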;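 also: yeast exposed to compound for 9 h at 30 °C; higher score means more reporter readthrough which indicates perturbed polyadenylation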
* hit, by the source's call; i = inactive; · = no result given. These rows are one share of the data, so the mix of outcomes need not match the whole.

compound	HSF1 activator	Platelet DG rel	PolyA inh	HSP90 refold inh	HDAC3 inhib	DYRK1A inh	HSF1 inh	AI-2 QS mod	GSK3beta inhib	GSK3 alpha inh
O=C(/C=C/NCc1cccnc1)c1ccc(-c2ccccc2)cc1	36	-7	i	-1	0	2	12	19	-5	-3
Cc1ccc2sc(NNC(=O)C3=COCCO3)nc2c1C	5	16	i	2	6	3	3	-13	0	-2
CC(=O)Nc1ccc(-c2csc(Nc3cc(C)ccn3)n2)cc1	18	5	i	-2	-1	·	-5	14	1	-1
CC(NC(=O)COC(=O)c1ccccc1SCC(=O)N1CCCC1)c1ccccc1 (stereo not drawn)	2	-1	i	·	7	11	6	29	3	-1
Brc1ccc(-c2nn3c(-c4ccccn4)nnc3s2)o1	10	0	i	2	-2	-4	12	27	0	1
CC1(C)Cc2c(cnn2-c2ccccc2)C(NC(=O)c2ccoc2)C1 (stereo not drawn)	-12	-6	i	-2	-1	·	2	4	2	1
c1ccc(CCn2nnnc2C(c2cccnc2)N2CCN(c3ccccc3)CC2)cc1 (stereo not drawn)	-6	-4	i	2	3	-6	1	14	0	4
Cc1nnc(NC(=O)CSc2nccn2-c2ccc(F)cc2)s1	2	0	i	0	2	-7	5	15	-2	5
CCOc1ccc(NC(=O)CN(C)C(=O)c2cc(-c3ccc(OC)cc3)nc3ccccc23)cc1OCC	-33	18	i	·	·	-3	-22	25	-2	·
CCN(CC)CCCNC(=S)N(Cc1ccco1)Cc1cc2cc3c(cc2[nH]c1=O)OCCO3	-4	5	i	3	-1	·	-1	21	1	0
Cc1nn(-c2cccc(Cl)c2)c2nc(-c3ccncc3)cc(C(=O)N3CCOCC3)c12	6	-6	i	3	-2	-8	-3	·	·	·
Cn1nc(C(F)(F)F)c(/C=N/OC(=O)c2ccccc2)c1SCc1ccc(Cl)cc1	19	10	i	-4	0	-5	11	17	-1	-1
CC(Oc1ccc(Cl)cc1Cl)C(=O)Nc1ncccn1 (stereo not drawn)	-16	0	i	0	-3	13	4	-1	1	1
O=C(O)c1cccc(NS(=O)(=O)c2ccc(S(=O)(=O)N3CCOCC3)cc2)c1	-4	6	i	4	·	-2	6	25	2	·
O=C(CC1C(=O)NCCN1CC1CCCCC1)NCc1cccc(F)c1F (stereo not drawn)	2	1	i	-2	0	-7	10	13	2	1
CC(C)CNC(=O)C1CCN(CC2CCCCC2)CC1	-7	0	i	0	3	-1	-2	3	-1	-2
COC(=O)C(Cc1ccc(OC(=O)c2ccc(Cl)cc2)cc1)N1Cc2ccccc2C1=O (stereo not drawn)	2	1	i	0	7	-4	10	20	0	0
O=C(CCC(=O)N/N=C/c1ccc(Br)s1)NCc1ccccc1	10	8	i	5	8	-4	-3	7	-1	-1
CS(=O)(=O)N(CC(=O)NCCSc1ccc(Cl)cc1)c1ccc2c(c1)OCO2	7	-3	i	-3	6	1	3	24	0	0
NC1=NC(c2ccccc2)=NC1(NC(=O)c1ccccc1)C(Cl)Cl (stereo not drawn)	5	20	i	5	0	-4	0	14	4	-2
Cc1cc(C)c2c(N=CN(C)C)c(C(=O)N3CCN(c4ncccn4)CC3)sc2n1	8	1	i	-3	-1	3	1	12	2	3
O=C(/C(=C/c1ccc(Cl)cc1)c1nc2ccccc2[nH]1)c1ccccc1	184*	0	i	4	-1	-5	123	13	0	-1
COc1ccc(C(=O)/C=C/c2cn(CC(O)CN3CCN(C)CC3)c3ccccc23)cc1OC (stereo not drawn)	1	8	i	0	15	·	-3	16	-6	2
Cn1nc([N+](=O)[O-])nc1Oc1ccccc1C(=O)N1CCOCC1	-8	-2	i	-1	-6	1	1	25	1	-4
Cn1c(CSCCOc2ccccc2)n[nH]c1=S	9	2	i	5	1	-7	-3	16	-2	-2
CCOC(=O)C1CCN(C(=O)COc2ccc(Br)cc2C)CC1	-6	0	i	1	5	3	-3	11	1	3
CCCN(CC(=O)Nc1ccccc1C)C(=O)C1CC(=O)N(c2cccc(C)c2C)C1 (stereo not drawn)	-5	-1	i	·	-4	-9	-2	7	-3	2
CC1(C)CC(=O)c2c(O)cc(OCc3ccc(Br)cc3)cc2O1	-9	15	i	5	-1	-6	-8	43	-5	-2
O=C(O)CCSc1ccc([N+](=O)[O-])cc1[N+](=O)[O-]	5	5	i	-3	1	2	-2	17	1	0
CCOC(=O)C1CCN(C(=O)c2cc3cc4ccc(OC)cc4nc3o2)CC1	5	-1	i	-7	-10	12	-5	45	·	-1

The last 2 compounds of the part above lead into the next.
compound	HSF1 activator	Platelet DG rel	PolyA inh	HSP90 refold inh	HDAC3 inhib	DYRK1A inh	HSF1 inh	AI-2 QS mod	GSK3beta inhib	GSK3 alpha inh
O=C(O)CCSc1ccc([N+](=O)[O-])cc1[N+](=O)[O-]	5	5	i	-3	1	2	-2	17	1	0
CCOC(=O)C1CCN(C(=O)c2cc3cc4ccc(OC)cc4nc3o2)CC1	5	-1	i	-7	-10	12	-5	45	·	-1
CN(C)S(=O)(=O)c1ccc(C(=O)Nc2nnc(SCc3cccc4ccccc34)s2)cc1	-15	1	i	-3	-4	4	-9	31	-1	3
O=S1(=O)N[C@H](c2ccccc2)C[C@H](c2ccc(C(F)(F)F)cc2)O1	-67	1	i	-8	-2	4	-56*	14	1	-2
COc1cccc(NC(=O)c2cc(=O)c3ccccc3o2)c1	22	-2	i	-5	0	0	3	20	6	1
c1ccc(N2CCN(c3nnc(Cc4cccnc4)c4ccccc34)CC2)nc1	0	1	i	0	1	9	-3	-9	0	-1
CN(C)/C=N/c1ncc(-c2ncc(C(F)(F)F)cc2Cl)cn1	-25	3	i	3	-112	0	-5	25	0	0
COc1cc(C2C(C(=O)c3ccco3)=C(O)C(=O)N2c2cc(C)on2)ccc1OCc1ccccc1 (stereo not drawn)	5	-1	i	-7	7	·	7	24	3	-3
CC(C)(C)c1ccc(CSc2nc(N)cc(=O)[nH]2)cc1	8	-2	i	10	1	8	4	24	0	2
O=C(NC1CCCCC1)C(c1ccc(F)cc1)N(Cc1ccccc1)C(=O)CN1C(=O)c2ccccc2S1(=O)=O (stereo not drawn)	26	-1	i	0	-4	-2	1	10	-26	0
NC(=O)CSc1nnc(-c2ccncc2)n1-c1ccc(Cl)cc1	-1	-9	i	-1	6	15	-6	-7	0	-2
O=C(CN1CCc2ccccc21)NC(c1ccccc1)c1ccccc1	11	-7	i	3	-3	6	4	3	-1	-2
CC(C)Cn1c(=O)c2c(nc3n2CC(C)CN3Cc2ccccc2)n(C)c1=O (stereo not drawn)	-6	3	i	-3	6	-4	-1	11	2	-4
CCCCc1ccc(NC(=O)CSc2nc(=O)n(CCN(CC)CC)c3c2CCCC3)cc1	37	35	i	·	0	·	6	-8	-2	2
O=C1c2ccccc2NC(c2ccc3c(c2)OCCO3)N1c1ccc2c(c1)OCCO2 (stereo not drawn)	11	3	i	22*	-5	-1	8	7	0	-1
CC(=O)Nc1ccc(C(=O)N2CCc3cc4c(cc3C2C)OCCCO4)cc1 (stereo not drawn)	8	-1	i	-1	-8	7	1	39	2	-2
COc1ccc(OC)c(S(=O)(=O)NCCc2csc(-c3cccnc3)n2)c1	·	-3	i	0	-6	·	·	20	0	-2
CC1=NN(C(N)=S)C(=O)C1N=Nc1cccc(C)c1 (stereo not drawn)	37	13	i	1	0	-3	12	11	0	0
COc1ccccc1C(C(=O)NCc1ccc(F)cc1)N(C(=O)c1csnn1)C1CC1 (stereo not drawn)	4	3	i	-2	6	-9	3	6	2	-1
CCOC(=O)c1c(-c2ccccc2)nc2ccc(Cl)cn12	10	-4	i	-3	-5	-4	-9	13	1	-1
O=C(CCNS(=O)(=O)c1ccccc1)OCC(=O)c1ccc[nH]1	11	1	·	·	-2	1	-3	11	4	0
O=C(COC(=O)c1ccc(S(=O)(=O)N2CCCC2)cc1)NCc1ccco1	-11	1	i	1	-4	-1	-2	34	0	3
C(=N\Nc1ncnc2sc3c(c12)CCC3)/c1ccncc1	9	5	i	0	-2	10	-2	32	-4	47
COc1ccc(/C=N/NC(=O)c2cc(C3CC3)[nH]n2)cc1OC	-5	3	i	2	3	13	0	37	8	0
COc1cc(CC(=O)NCCc2ccc(OCc3ccccc3)cc2)c([N+](=O)[O-])cc1OC	27	2	i	0	-7	-2	15	22	2	-3
Cc1nc2ccc(NC(=O)COc3cccc(F)c3)cc2s1	-9	-14	i	1	-5	-1	-2	17	2	-1
Cn1c(=O)c(C(=O)NCc2ccccc2)c(O)c2ccccc21	11	3	i	-4	-4	3	6	15	0	-2
Cc1ccc(N2CN(Cc3cccnc3)CNC2=S)cc1	0	0	i	-6	-4	4	0	17	3	2
COc1ccccc1CNC(=O)C1CCN(S(=O)(=O)N2CCCCC2)CC1	12	-3	i	-4	-7	-1	-5	8	2	-4
Cc1noc(NS(=O)(=O)c2ccc(N3CC(O)=C(c4ccccc4)C3=N)cc2)c1C	37	-6	i	2	3	6	6	25	0	-3
CCOc1ccc2[nH]c(C(=O)N/N=C/c3cccc(OC)c3OC)cc2c1	-6	-6	i	-1	1	4	-1	28	2	-2
Cn1c(=O)c2c(nc(N3CCN(c4ccc([N+](=O)[O-])cc4)CC3)n2C)n(C)c1=O	-17	10	i	2	2	·	-8	12	0	2
